High-throughput results from PubChem.
RGS4 inh = human RGS4 inhibition | HEK293 M3R/RGS4 inducible, Fluo-4 calcium flux; hits give high values; triggered by carbachol at its EC20 | B-score at 10 µM | 310,000 compounds, 0.45% hits;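 active means B-score, a plate-corrected calcium signal, over three deviations above library mean, with baseline fluorescence within five deviations of library mean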;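 further: RGS4 expression induced by doxycycline in cells with stable M3 receptor; B-score is computed from the integrated fluorescence ratio over baseline after carbachol; higher B-score means a larger calcium signal and so more RGS4 inhibition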
Target sequence (P49798 whole entry, looked up): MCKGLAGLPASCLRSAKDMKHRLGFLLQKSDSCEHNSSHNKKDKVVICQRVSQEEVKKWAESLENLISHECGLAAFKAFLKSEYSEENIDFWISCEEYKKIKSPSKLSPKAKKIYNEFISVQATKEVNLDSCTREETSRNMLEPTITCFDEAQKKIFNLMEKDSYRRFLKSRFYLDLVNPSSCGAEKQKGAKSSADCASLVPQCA
MrgX1 antag = human MrgX1 receptor antagonism, primary screen; Q96LB2; MRGX1-HEK293 calcium flux, Fluo-4, BAM8-22 antagonism; hits give low values; B-score at 10 µM; 310,000 compounds, 1.3% hits;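 active means calcium-response B-score plate-corrected more than 3 library SD below zero, starting fluorescence within 5 deviations, no agonist response on first addition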;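 further: peak minus trough fluorescence over baseline after final BAM8-22 challenge near maximal dose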
Target sequence (Q96LB2 whole entry, looked up): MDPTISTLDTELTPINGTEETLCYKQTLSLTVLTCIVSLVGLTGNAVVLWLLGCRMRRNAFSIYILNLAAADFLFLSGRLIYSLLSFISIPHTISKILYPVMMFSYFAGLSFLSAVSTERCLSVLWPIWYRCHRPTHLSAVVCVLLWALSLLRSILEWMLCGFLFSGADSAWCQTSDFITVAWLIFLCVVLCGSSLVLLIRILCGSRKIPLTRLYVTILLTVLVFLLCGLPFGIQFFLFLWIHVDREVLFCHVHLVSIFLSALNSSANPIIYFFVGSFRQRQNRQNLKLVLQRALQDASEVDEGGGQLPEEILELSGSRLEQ
TRPC6 act = activates the mouse TRPC6 cation channel. HEK293-TRPC6 membrane potential dye fluorescence; hits give high values. B-score at 10 µM. 310,000 compounds, 0.13% hits;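 active means B-score of the integrated fluorescence ratio above library mean plus 3 SD, and starting fluorescence ratio within library mean plus 5 SD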;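 further: higher score means more depolarization so channel activation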
TRPC6 inh = inhibitors of mouse TRPC6 channel. Q61143. HEK293-TRPC6, membrane potential dye, ACh-evoked depolarization; hits give low values. B-score at 10 µM. 310,000 compounds, 1.1% hits. AID 2553;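 active means B-score under library mean minus 3 SD, initial fluorescence not abnormally high, positive integrated signal ratio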;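 further: B-score derived from integrated fluorescence ratio over the kinetic read; more negative B-score means stronger inhibition of depolarization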
MrgX1 allo act = human MrgX1 positive allosteric modulation, primary screen; B-score at 10 µM; Q96LB2; 310,000 compounds, 0.63% hits; MrgX1-HEK293, Fluo-4 calcium flux, FDSS; hits give high values;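 active means plate-corrected calcium response at least 3 library SD above typical, normal starting fluorescence, not activating the receptor alone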;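 further: compound read alongside a low EC10 to EC30 dose of BAM8-22 agonist; peak minus trough fluorescence over baseline measured at the second addition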
TRPC4 block = blocks the mouse TRPC4 cation channel; HEK293 TRPC4beta/mu-opioid, DAMGO-evoked Fluo4 calcium flux; hits give low values; AID 2247; B-score at 10 µM; Q9QUQ5; 300,000 compounds, 0.39% hits;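 active means B-score over 3 SD under the library average, no early fluorescence shift, positive overall ratio signal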
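Material: HEK293 cells with stable TRPC4beta plus mu-opioid receptor expression / Probe or stimulus: DAMGO in two steps, submaximal then maximal / Compound: single concentration per test compound / Technique: kinetic Fluo4 fluorescence imaging of calcium influx / Read-out: per-well B score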
RGS4 pot = potentiators or activators of RGS4. HEK293 M3R/inducible RGS4, carbachol calcium flux Fluo4; hits give low values. B-score at 10 µM. 310,000 compounds, 0.92% hits;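 active means B-score of the integrated calcium signal more than 4 SD below the library mean, with starting fluorescence not abnormally high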;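 further: negative B-score means reduced calcium response which marks RGS4 activation or potentiation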
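Reagent: ECmax carbachol challenge; Test system: M3R-expressing HEK293 line, RGS4 induced by doxycycline; Schedule: overnight RGS4 induction, 30 min dye load 37 °C, 20 min compound RT; Detection: calcium dye Fluo4 fluorescence; Read-out: Agonist-evoked peak-minus-minimum fluorescence over baseline, integrated ratio, B score.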
Platelet DG rel = modulates dense granule release in human platelets; human platelet-rich plasma, SFLLRN dense granule ATP release, luminescence; inhibition, %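 (compounds screened at 7.5 µM in platelet-rich plasma)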; 300,000 compounds, 0.22% hits; AID 1663;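 active means mean replicate score, as percent of positive control, at or above 50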
HIF activator = HIF pathway transcriptional activation. U2OS HRE-luciferase reporter, luminescence; normalized: DMSO 0%, desferrioxamine 100%. 300,000 compounds, 0.32% hits. activation, % at 7.5 µM (by protocol);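 active means mean activation of at least 10% of the iron chelator positive control signal, with at least half of replicates also reaching 10%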
MrgX1 ag = human MrgX1 receptor agonism, primary screen | MrgX1-HEK293 cells, Fluo-4 calcium fluorescence, agonist mode; hits give high values | B-score at 10 µM | Q96LB2 | 310,000 compounds, 0.44% hits | AID 588627;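 active means calcium response B-score plate-corrected fluorescence ratio at least 3 library SD, with starting fluorescence B-score inside 5 SD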
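Test system: HEK293 cells stably expressing human MrgX1 receptor; amount: 15,000 cells per well; doses: compound delivered in addition one of three; times: overnight plating before 1 h dye loading; detection: Fluo-4 NW calcium-flux fluorescence, kinetic read; read-out basis: B-scored fluorescence response ratio; controls: positive and negative controls per plate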
SKKanGAS inh = blocks kanamycin growth of S. pyogenes SKKanGAS strain | BacTiter-Glo, 6 h | 300,000 compounds, 1.3% hits | inhibition, % at 7.5 µM;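 active means mean replicate score, as percent of positive control median, at least 50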;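 further: strain carries kanamycin resistance gene driven by streptokinase promoter and grows in 40 µg/ml kanamycin; loss of luminescence reflects streptokinase promoter inhibition or plain growth inhibition; 0% = median of DMSO wells and 100% = positive control at its reference dose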
An asterisk follows results filed as active; i = inactive; · = not tested or not shown.

Order of results: MrgX1 antag	MrgX1 ag	TRPC4 block	TRPC6 inh	Platelet DG rel	HIF activator	RGS4 pot	RGS4 inh	TRPC6 act	MrgX1 allo act	SKKanGAS inh
> O=C(Nc1nc(=S)ss1)c1ccc(Cl)cc1Cl
  i	i	i	-7.07*	1.0	-0.4	i	i	i	i	52.2*
> CC(C)Oc1ccc(C(=O)N2CCCC2C(=O)O)cc1 (configuration not stated)
  i	i	i	i	-16.1	0.1	i	i	i	i	-2.5
> Cc1cc(/C=C(\C#N)C(=O)NCCc2c[nH]c3ccccc23)c(C)n1C
  i	i	i	i	1.5	-0.3	i	i	i	i	·
> CC(C)C1Oc2ccccc2N(CC(=O)NC2CCCCC2)C1=O (configuration not stated)
  i	i	i	i	-4.5	0.1	i	i	i	i	1.3
> O=C(CN(CCO)c1ccccc1)Nc1cccc(S(=O)(=O)N2CCCC2)c1
  i	i	i	i	2.0	0.7	i	i	i	i	7.1
> COc1cc(C)c2occ(/C(C)=N\O)c2c1
  i	i	i	i	1.7	-0.3	i	i	i	i	-3.7
> COc1ccccc1/C=C/C(=O)Nc1cccc(C(C)=O)c1
  i	i	i	i	6.6	0.6	i	i	i	i	-15.2
> Cc1nc(NC(=S)NC(=O)c2ccccc2)sc1C
  i	i	i	i	7.0	2.0	i	i	i	i	-6.1
> C/C=C\C=C/C(=O)Nc1cccc(C2=NOC3(C2)C[C@@H](C(N)=O)N(C(=O)COc2ccc(Cl)cc2)C3)c1 (some centres not stated)
  i	i	i	i	0.3	-0.7	i	i	i	i	15.2
> O=C(COC(=O)c1ccccc1F)NNC(=O)c1ccccc1
  i	i	i	i	-2.4	1.5	i	i	i	i	-3.5
> CCCCc1ccc(S(=O)(=O)Nc2cc(C)on2)cc1
  i	i	i	i	-5.3	0.2	i	i	i	i	1.9
> CCOc1ccc(-c2c(=O)n(OCc3ccccc3Br)c3ccccc3[n+]2[O-])c(OCC)c1
  i	i	i	i	7.8	-0.7	i	i	i	i	4.2
> O=C(C1COc2ccccc2O1)N1CCN(c2nc3ccccc3s2)CC1 (configuration not stated)
  i	i	i	i	9.7	-0.2	i	i	i	i	1.4
> O=C(CCc1ccccc1)NNC(=S)NCc1ccc(Cl)cc1
  i	i	i	i	-2.8	-0.1	i	i	i	i	-7.3
> Cc1[nH]c(=O)[nH]c(=O)c1S(=O)(=O)N1CCCC(C(=O)NCc2ccco2)C1 (configuration not stated)
  i	i	i	i	1.8	-0.2	i	i	i	i	-6.1
> COc1cc(OC)cc(C(=O)NC(=S)Nc2ccc(NC(=O)c3ccco3)cc2)c1
  -5.12*	i	i	i	4.4	0.0	i	i	i	i	5.3
> CCC(CC)NC(=O)COC(=O)c1ccc(OCC(=O)Nc2ccccc2OC)c(OC)c1
  i	i	i	i	-0.3	0.2	i	i	i	i	3.5
> CC(=O)Nc1ccc(OCC(O)CN2CCN(c3cc(Cl)ccc3C)CC2)cc1 (configuration not stated)
  i	i	i	i	8.7	0.2	i	i	i	i	-10.4
> Cc1ccc(C)c(NC(=O)CN(C)S(=O)(=O)c2ccc(F)cc2)c1
  i	i	i	i	14.1	-0.3	i	i	i	i	1.0
> O=C(Nc1ccc(F)cc1F)c1cc2n(n1)C(C(F)(F)F)C1CCCCC1N2 (configuration not stated)
  i	i	i	i	-3.0	2.0	i	i	i	i	4.5
> CCN(CC)S(=O)(=O)c1csc(C(=O)OCC(=O)c2ccccc2)c1
  i	i	i	i	0.1	0.0	i	i	i	i	-5.7
> CCOc1ccc(/C=N/NC(=O)C(O)c2ccccc2)c(O)c1 (configuration not stated)
  i	i	i	i	2.0	2.1	i	i	i	i	2.0
> NC(=O)CSc1ncnc2c1cnn2Cc1ccccc1
  i	i	i	i	7.9	-0.4	i	i	i	i	8.3
> Cc1cc(C)nc(-n2nc(C)cc2NC(=O)c2cc3ccccc3oc2=O)n1
  i	i	i	i	-2.3	-0.3	i	i	i	i	4.8
> COC(=O)CN1C(=O)COc2ccc(S(=O)(=O)N3CCCC3)cc21
  i	i	i	i	-19.0	-0.5	i	i	i	i	-2.4
> [O-]/C(=C(\C(=S)Nc1ccccc1F)[n+]1ccccc1)c1ccc(-c2ccccc2)cc1
  i	i	i	i	-17.4	1.3	i	i	i	i	7.3
> O=C(N/N=C1\CCSc2ccc(F)cc21)c1cccnc1
  i	i	i	i	14.3	-0.6	i	i	i	i	-8.3
> COc1ccc(OC)c(C(=O)CSc2nc3ncccc3[nH]2)c1
  i	i	i	i	6.0	0.9	i	i	i	i	-3.4
> C/C(=N\NC(=O)C(O)c1ccccc1)c1cccnc1 (configuration not stated)
  i	i	i	i	-14.5	-0.4	i	i	i	i	-7.3
> CC1CN(C(=O)/C=C/c2ccccc2[N+](=O)[O-])CC(C)O1 (configuration not stated)
  i	i	i	i	-8.3	0.3	i	i	i	i	-12.2
> Cc1ccc(C(=O)Nc2ccc(NC(=O)c3cccs3)cc2)cc1[N+](=O)[O-]
  i	i	i	i	1.2	-0.1	i	i	i	i	-2.4
> COc1ccc(CC(=O)OCC(=O)NCCc2ccccc2)cc1OC
  i	i	i	i	-5.8	-0.1	i	i	i	i	-1.2
> O=c1[nH]c(/C(Cl)=C/c2cc(Cl)ccc2O)nc2cc(Cl)ccc12
  i	i	i	i	-7.5	0.5	i	i	i	i	25.9
> CCc1ccc2[nH]c(C(=O)Nc3ccc(Br)c(C)n3)cc2c1
  ·	·	i	i	-3.4	3.7	i	i	i	·	-13.0
> O=C(O)C1CC(O)CN1C(=S)Nc1ccccc1 (configuration not stated)
  i	i	i	i	3.9	-0.5	i	i	i	i	-0.3
> Cc1cc2c(NC(=O)CCCC(=O)O)cccc2nn1
  i	i	i	i	-7.8	-0.4	i	i	i	i	-5.1
> CCOc1ccc(-c2nc(-c3cccnc3)no2)cc1OCC
  i	i	i	i	3.0	1.7	i	i	i	i	5.9
> CCc1cccc(C)c1NC(=O)c1cccc(N(C)C)c1
  i	i	i	i	-1.7	0.0	i	i	i	i	8.2
> CC(C)(C)c1ccc(C(=O)NCCNC(=O)c2ccco2)cc1
  i	i	i	i	4.6	-0.3	i	i	i	i	-0.4
> Cc1nc(CCNC(=O)Cc2ccc(Cl)cc2)cs1
  i	i	i	i	1.0	0.0	i	i	i	i	-0.1
> COc1cccc(/C=N/NC(=O)C[n+]2ccccc2)c1O
  i	i	i	i	0.4	-1.3	i	i	i	i	-4.0
> Cc1c(C)c2cc(Cl)c(OCC(=O)NCCCn3ccnc3)cc2oc1=O
  i	i	i	i	-4.2	-0.2	i	i	i	i	-3.0
> Cc1cc(C)cc(N(CC(=O)N2CC=C(c3ccccc3)CC2)S(=O)(=O)c2c(C)noc2C)c1
  i	i	i	i	14.9	·	i	i	i	i	4.1
> CCOc1ccccc1NC(=O)CCS(=O)(=O)c1ccc2c(c1)CCN2C(C)=O
  i	i	i	i	2.9	0.8	i	i	i	i	-2.5
> CCOCCSC1=C(C#N)C(c2cccs2)C(C(C)=O)=C(C)N1 (configuration not stated)
  i	i	-6*	i	3.5	-42.5	i	i	i	i	-0.5
> CC(=O)Nc1ccc(N/C=C/C(=O)c2ccc(C)o2)cc1
  i	i	i	i	5.6	-0.1	i	i	i	i	1.3
> Cc1ccc2nc(SCc3nc4c(cnn4-c4ccccc4)c(=O)[nH]3)[nH]c2c1
  i	i	i	i	-1.4	-0.4	i	i	i	i	9.5
> COc1ccc(OCC(O)Cn2c(Nc3ccccc3)nc3c2c(=O)n(C)c(=O)n3C)cc1 (configuration not stated)
  i	i	i	i	-13.4	-0.4	i	i	i	i	-7.8
> Cc1ccc(NC(=O)C2(c3ccccc3)CC2(Cl)Cl)cc1C (configuration not stated)
  i	i	i	i	-3.2	2.0	i	i	i	i	4.8
> COc1ccc(-c2n[nH]c(=S)n2-c2ccc(C)cc2)cc1OC
  i	i	i	i	3.0	0.0	i	i	i	i	-3.8

More compounds:
Order of results: MrgX1 antag	MrgX1 ag	TRPC4 block	TRPC6 inh	Platelet DG rel	HIF activator	RGS4 pot	RGS4 inh	TRPC6 act	MrgX1 allo act	SKKanGAS inh
> CSc1snc(SCC(N)=O)c1C#N
  i	i	·	·	-2.9	0.0	·	·	·	i	-2.4
> C=CCNC(=O)c1ccc(N(C)S(=O)(=O)c2ccc(OC)cc2)cc1
  i	i	i	i	3.2	0.3	i	i	i	i	1.4
> CCOC(=O)c1[nH]c2cc3c(cc2c1NC(=O)CN1CCN(CCO)CC1)OCO3
  i	i	i	i	-4.1	0.7	i	i	i	i	4.9
> CCN1/C(=C2\OC(=S)N(C)C2=O)Sc2ccccc21
  i	i	i	i	2.7	1.6	i	i	i	i	-5.2
> C=CCn1c(SCC(=O)N(CCO)CCO)nc2sc3c(c2c1=O)CCC3
  i	i	i	i	-10.0	0.2	i	i	i	i	-4.2
> CCOC(=O)c1c(NC(=O)Cn2nnc3ccccc32)sc2c1CCC(C)C2 (configuration not stated)
  i	i	i	i	-3.7	-0.4	i	i	i	i	28.8
> Cc1cccc(CC(=O)N2CCN=C2SCc2ccc([N+](=O)[O-])cc2)c1
  i	i	i	i	-2.1	0.4	i	i	i	i	0.1
> CC(=O)N1CCOCCOCCN(C(C)=O)CCOCCOCC1
  i	i	i	i	0.4	-0.4	i	i	i	i	-1.4
> CCN(CC)S(=O)(=O)c1ccc2c(c1)nc(SC(C)C(N)=O)n2-c1ccc(OC)cc1 (configuration not stated)
  i	i	i	i	9.0	-0.5	i	i	i	i	-2.2
> CC(C)(C)NS(=O)(=O)c1ccc(NC(=S)NC(=O)C2CCC2)cc1
  i	i	i	i	-8.7	-0.2	i	i	i	i	1.2
> COC(=O)C1=C(Nc2ccc(OC)cc2)C=C(C)C(C(=O)OC)C1c1ccc(C)cc1 (configuration not stated)
  i	i	i	i	-23.6	0.0	i	i	i	i	9.4
> Cc1ccc(/C=N/n2nnnc2N)cc1
  i	i	i	i	-8.1	2.3	i	i	i	i	-4.4
> Cc1c(C(=O)NCCSCc2ccccc2Cl)cccc1[N+](=O)[O-]
  i	i	i	i	-10.7	-0.6	i	i	i	i	-2.9
> COc1cccc2cccc(/C=N/n3cnnc3)c12
  i	i	i	i	-4.5	-0.9	i	i	i	i	-13.0
